DYRK1A inh: inhibitors of rat Dyrk1A kinase; Q63470; ADP-Glo luminescence, NFATc1 peptide; inhibition, % at 12.5 µM; 310,000 tested, 0.43% active; AID 504441; in the data active = inhibition above about 50%;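 also: plate controls were vehicle with enzyme for no effect and no enzyme for full effect; many of its hits are not listed in these tables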
GSK3A inh: human GSK-3 alpha kinase inhibition | P49840 | ADP-Glo luminescence, 60 min | inhibition, % at 10 µM | 320,000 tested, 0.1% active | AID 2650;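 in the data active = inhibition above about 50%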;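 also: GST-tagged GSK-3 alpha with peptide substrate and 25 µM ATP; 0% = DMSO neutral wells and 100% = GW8510 positive control wells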
Target sequence (P49840 whole entry, looked up): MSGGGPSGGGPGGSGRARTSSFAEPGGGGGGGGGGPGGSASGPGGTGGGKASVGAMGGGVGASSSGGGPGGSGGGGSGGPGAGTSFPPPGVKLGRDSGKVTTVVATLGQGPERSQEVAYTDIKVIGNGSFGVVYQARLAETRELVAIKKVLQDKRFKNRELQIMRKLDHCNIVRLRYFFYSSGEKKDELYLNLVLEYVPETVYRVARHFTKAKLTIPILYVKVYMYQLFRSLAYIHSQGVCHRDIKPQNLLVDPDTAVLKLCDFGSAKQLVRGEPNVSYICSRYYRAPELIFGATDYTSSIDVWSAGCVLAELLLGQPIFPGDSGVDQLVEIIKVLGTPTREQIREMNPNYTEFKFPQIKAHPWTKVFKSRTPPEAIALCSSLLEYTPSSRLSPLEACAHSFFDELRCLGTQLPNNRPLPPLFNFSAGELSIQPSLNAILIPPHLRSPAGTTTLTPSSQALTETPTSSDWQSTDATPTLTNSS
* = called active by the depositor. These rows are one share of the data; rates above refer to the full screens.

CCN(CC(=O)Nc1ccc(OC)cc1)C(=O)CSCc1c(C)noc1C was read as DYRK1A inh 4 and GSK3A inh 3.
Screening COc1ccccc1OCC(=O)OCc1cc(-c2ccco2)on1 returned DYRK1A inh 7 and GSK3A inh 1.
O=C(OCC(=O)N1CCN(c2ccccc2)CC1)c1cc(Br)ccc1Cl was read as DYRK1A inh 6 and GSK3A inh 5.
`O=c1oc(CCCO)cc2ccccc12` gave DYRK1A inh 0 and GSK3A inh -1.
For COc1ccc([C@H]2CC(=O)C=C(c3cc4ccccc4s3)C2)cc1 the results were DYRK1A inh 2 and GSK3A inh 1.
COc1ccc(Cl)cc1NC(=O)C(C)Sc1nnc(C2CC2)n1C1CC1 (stereo not given) was read as DYRK1A inh 2 and GSK3A inh -3.
Screening CC(=O)c1ccc(NC(=O)C(C)Sc2nnc(C3CC3)n2C2CC2)cc1 (stereo not given) returned DYRK1A inh 0 and GSK3A inh 3.
O=C(NNC(=O)c1cc(Br)c(Br)s1)c1ccncc1 was read as DYRK1A inh 2 and GSK3A inh -2.
Screening C[C@H](CO)N1C[C@H](C)[C@H](CN(C)S(=O)(=O)c2cccs2)Oc2ccc(NC(=O)Nc3ccc4c(c3)OCO4)cc2CC1=O returned DYRK1A inh 0 and GSK3A inh -1.
Screening C[C@@H]1CN([C@@H](C)CO)C(=O)c2cc(NC(=O)C3CC3)ccc2O[C@H]1CN(C)C returned DYRK1A inh 10 and GSK3A inh -2.
CC(C)(C)OC(=O)[C@H](NC(=O)OCc1ccccc1)c1ccccc1 was read as DYRK1A inh 4 and GSK3A inh -1.
Screening O=C(CCC(=O)c1cccs1)OCc1ccc([N+](=O)[O-])cc1 returned DYRK1A inh 2 and GSK3A inh 4.
Screening Cc1cc(Br)c(NC(=O)COC(=O)CC2CC3CCC2C3)c(Br)c1 (stereo not given) returned DYRK1A inh 4 and GSK3A inh -1.
Cc1cc(Br)ccc1NC(=O)CSCc1c(C)noc1C was read as DYRK1A inh 3 and GSK3A inh -1.
`O=C1NC(=O)/C(=C/c2ccco2)N1` gave DYRK1A inh 9 and GSK3A inh 8.
`CC1(C)O[C@@H]2[C@H](O1)[C@@H](COS(=O)(=O)O)O[C@H]2n1cc(Br)c(=O)[nH]c1=O` gave DYRK1A inh 1 and GSK3A inh -4.
`Cc1ccc(C)c(C(C)NC(=O)C2CC=CCC2C(=O)O)c1` (stereo not given) gave DYRK1A inh 15 and GSK3A inh 4.
CCC1Nc2ncnc(N3CCOCC3)c2N(Cc2ccc(OC)cc2)C1=O (stereo not given) was read as DYRK1A inh -16 and GSK3A inh 0.
For CC(C)(C)OC(=O)C[C@H]1C/C=C\C[C@H](CC(=O)NCCO)C(=O)NC[C@H](c2ccccc2)OC1=O the results were DYRK1A inh -1 and GSK3A inh 4.
Screening C[C@@H]1CN([C@@H](C)CO)C(=O)Cc2cc(NC(=O)Nc3ccc4c(c3)OCO4)ccc2O[C@@H]1CN(C)C(=O)NC1CCCCC1 returned DYRK1A inh -2 and GSK3A inh 0.
Screening COc1ccccc1N1CCN(CC(=O)Nc2ccccc2C(=O)NC(C)c2ccccc2)CC1 (stereo not given) returned DYRK1A inh -8 and GSK3A inh 0.
For CC(=O)N(C)Cc1ccc(C(=O)CSc2nnc(C3CC3)n2C2CC2)cc1 the results were DYRK1A inh 0 and GSK3A inh 0.
`CCOC(=O)C1CCN(C(=O)c2ccc3c(c2)OCCO3)CC1` gave DYRK1A inh 7 and GSK3A inh 0.
Screening CC(C)NC(=O)N(C)C[C@H]1Oc2c(cccc2N(C)C)C(=O)N([C@H](C)CO)C[C@@H]1C returned DYRK1A inh 2 and GSK3A inh 0.
Screening O=[N+]([O-])c1ccccc1S(=O)(=O)NCCSCc1ccco1 returned DYRK1A inh -3 and GSK3A inh 5.
Screening O=C(Nc1cccc(S(=O)(=O)N2CCOCC2)c1)C12CC3CC(CC(C3)C1)C2 returned DYRK1A inh 1 and GSK3A inh 1.
For CCN1C(=O)[C@@H]2[C@@H](c3ccc(SC4CCCCC4)c(OC)c3)N3CCCC[C@@]3(C(=O)OC)[C@@H]2C1=O the results were DYRK1A inh 1 and GSK3A inh -3.
COc1ccc(OC)c(/C=C/C(=O)N2CCN(S(=O)(=O)c3cc(C)ccc3C)CC2)c1 was read as DYRK1A inh 1 and GSK3A inh 2.
Screening COc1ccc(CN(C)C(=O)c2ccccc2OCc2c(C)noc2C)c(OC)c1 returned DYRK1A inh -5 and GSK3A inh 5.
`C[C@H](CO)N1C[C@H](C)[C@@H](CN(C)S(=O)(=O)c2ccc(F)cc2)Oc2ccc(NS(=O)(=O)c3ccccc3)cc2C1=O` gave DYRK1A inh -3 and GSK3A inh -2.
`CSc1ncccc1C(=O)OCC(=O)Nc1ccc(Cl)cn1` gave DYRK1A inh -3 and GSK3A inh 1.
`Cc1cccc(N2CCN(C(=O)c3ccc(S(=O)(=O)N(C)c4ccccc4)cc3)CC2)c1C` gave DYRK1A inh -2 and GSK3A inh 1.
`CNC[C@H]1Oc2c(NS(=O)(=O)c3ccccc3)cccc2C(=O)N([C@H](C)CO)C[C@@H]1C` gave DYRK1A inh 9 and GSK3A inh 1.
Cc1ccc(S(=O)(=O)N2CCN(C(=O)CSCc3ccc(C(C)C)cc3)CC2)cc1 was read as DYRK1A inh -5 and GSK3A inh -6.
`O=C(NCCN1CCOCC1)c1cccc2c1C(=O)c1ccc(N3CCCC3)cc1S2(=O)=O` gave DYRK1A inh -10 and GSK3A inh 1.
Screening CCOC(=O)c1c(C)[nH]c(C(C)=NNC(=O)c2cccs2)c1C returned DYRK1A inh -2 and GSK3A inh -7.
Screening O=C(COC(=O)c1ccccc1O)Nc1ccc(N2CCOCC2)cc1 returned DYRK1A inh 0 and GSK3A inh -3.
For Cc1ccc(C(C)C)cc1OCC(=O)NCCCn1ccnc1 the results were DYRK1A inh 7 and GSK3A inh 11.
For COc1ccc(C(=O)COC(=O)c2sc(C)nc2C)cc1F the results were DYRK1A inh 4 and GSK3A inh -1.
`COc1ccc(CC(=O)Nc2ccc(S(=O)(=O)N3CCC(C)CC3)cc2)c(OC)c1` gave DYRK1A inh 1 and GSK3A inh -1.

Quoted at random: 3 records from the list
Screening CC(C)NC(=O)N(C)C[C@H]1Oc2c(cccc2N(C)C)C(=O)N([C@H](C)CO)C[C@@H]1C returned DYRK1A inh 2 and GSK3A inh 0.
`C[C@H](CO)N1C[C@H](C)[C@@H](CN(C)S(=O)(=O)c2ccc(F)cc2)Oc2ccc(NS(=O)(=O)c3ccccc3)cc2C1=O` gave DYRK1A inh -3 and GSK3A inh -2.
Screening O=[N+]([O-])c1ccccc1S(=O)(=O)NCCSCc1ccco1 returned DYRK1A inh -3 and GSK3A inh 5.

6 entries from above, sorted by molecular weight, lowest first:
For COc1ccc(C(=O)COC(=O)c2sc(C)nc2C)cc1F the results were DYRK1A inh 4 and GSK3A inh -1.
`CSc1ncccc1C(=O)OCC(=O)Nc1ccc(Cl)cn1` gave DYRK1A inh -3 and GSK3A inh 1.
Cc1ccc(S(=O)(=O)N2CCN(C(=O)CSCc3ccc(C(C)C)cc3)CC2)cc1 was read as DYRK1A inh -5 and GSK3A inh -6.
`CNC[C@H]1Oc2c(NS(=O)(=O)c3ccccc3)cccc2C(=O)N([C@H](C)CO)C[C@@H]1C` gave DYRK1A inh 9 and GSK3A inh 1.
`O=C(NCCN1CCOCC1)c1cccc2c1C(=O)c1ccc(N3CCCC3)cc1S2(=O)=O` gave DYRK1A inh -10 and GSK3A inh 1.
For CCN1C(=O)[C@@H]2[C@@H](c3ccc(SC4CCCCC4)c(OC)c3)N3CCCC[C@@]3(C(=O)OC)[C@@H]2C1=O the results were DYRK1A inh 1 and GSK3A inh -3.

The list goes on:
Screening Cc1ccc(S(=O)(=O)N2CCN(C(=O)c3ccc4ccccc4n3)CC2)c(C)c1 returned DYRK1A inh 1 and GSK3A inh 2.
`CNS(=O)(=O)c1cccc(C(=O)OCC(=O)NC2CCCC(C)C2C)c1` (stereo not given) gave DYRK1A inh 10 and GSK3A inh -2.
For COc1ccc([C@H]2CC(=O)C=C(c3cccc(C#N)c3)C2)cc1 the results were DYRK1A inh 5 and GSK3A inh -3.
`Cc1ccc([C@@H]2CC=C(C(=O)O)[C@H](c3ccccc3F)N2S(=O)(=O)c2ccc(C)cc2)cc1` gave DYRK1A inh -12 and GSK3A inh -2.
CCCc1cc(=O)[nH]c(SCC(=O)Nc2cc(S(=O)(=O)N3CCOCC3)ccc2N(CC)CC)n1 was read as DYRK1A inh 5 and GSK3A inh -1.
`Cc1nc(SCc2nc3ccccc3[nH]2)c2oc3cc(Br)ccc3c2n1` gave DYRK1A inh -3 and GSK3A inh -1.
Screening CC(=O)C[C@H](O)CC(=O)[C@H]1OC(=O)CCCCCCc2ccccc21 returned DYRK1A inh -2 and GSK3A inh -3.
For Cc1ccc(NC(=O)CC2OC(=O)c3ccccc32)cc1S(=O)(=O)N1CCOCC1 (stereo not given) the results were DYRK1A inh -1 and GSK3A inh 1.
For C[C@H](CO)N1C[C@H](C)[C@@H](CN(C)S(=O)(=O)c2cccs2)Oc2c(NC(=O)Cc3ccccc3)cccc2C1=O the results were DYRK1A inh -1 and GSK3A inh -1.
`O=C(NCCOc1ccccc1Cl)c1cccc2c1C(=O)c1ccc(Cl)cc1S2(=O)=O` gave DYRK1A inh 7 and GSK3A inh 3.
CCOc1ccc(NC(=O)CN2CCCC2c2cccs2)cc1S(=O)(=O)N1CCCC1 (stereo not given) was read as DYRK1A inh 8 and GSK3A inh -4.
`C[C@H](CO)N1C[C@H](C)[C@@H](CN(C)S(=O)(=O)c2ccccc2)Oc2ccc(NC(=O)Nc3ccc4c(c3)OCO4)cc2C1=O` gave DYRK1A inh -8 and GSK3A inh -2.
`Cc1ccc(/C=C/C(=O)OCC(=O)c2ccc3c(c2)NC(=O)CO3)o1` gave DYRK1A inh -1 and GSK3A inh 0.
Screening CCOc1cc(C#N)ccc1OCC(=O)N1CCN(C(=O)c2cccs2)CC1 returned DYRK1A inh 3 and GSK3A inh 0.
For O=C(CN(Cc1ccco1)Cc1cccs1)N1CCN(S(=O)(=O)c2cccc(F)c2)CC1 the results were DYRK1A inh 4 and GSK3A inh -4.
Screening O=C(CN1C(=O)/C(=C2/SC(=S)N(CCS(=O)(=O)O)C2=O)c2ccccc21)Nc1cccc(Br)c1 returned DYRK1A inh -1 and GSK3A inh 1.
`COc1cc(C#Cc2c(-c3cncn3C)n(C)c3ccc(Br)cc23)cc(OC)c1` gave DYRK1A inh 2 and GSK3A inh -2.
Screening O=C(C[C@@H]1C/C=C\CCCC(=O)OC[C@@H]2CCCN2C1=O)NCCO returned DYRK1A inh -3 and GSK3A inh -4.
`COc1ccc(C(=O)NCCc2ccccn2)cc1S(=O)(=O)Nc1ccc(Br)cc1` gave DYRK1A inh -4 and GSK3A inh 0.
`CCN(Cc1nc2ccccc2c(=O)[nH]1)C(=O)c1cc(C2CC2)nn1-c1ccccc1` gave DYRK1A inh 1 and GSK3A inh -3.
For CCN1C(=O)[C@@H]2[C@@H](c3ccc(-c4ccc(C(C)=O)cc4)c(OC)c3)N3CCC[C@@]3(C(=O)OC)[C@@H]2C1=O the results were DYRK1A inh -6 and GSK3A inh -4.
For CN1C(=O)N(CC(=O)NCc2ccc(Cl)cc2Cl)C(=O)C12CCCCC2 the results were DYRK1A inh 5 and GSK3A inh -1.
For CCOc1ccc(NC(=O)CN(C)C(=O)c2nc3nc(C)cc(C)n3n2)cc1OCC the results were DYRK1A inh 8 and GSK3A inh 4.
For Cc1c(Cl)cnc(NC(=O)CSc2nnnn2C)c1Cl the results were DYRK1A inh 0 and GSK3A inh -2.
`Cc1cccc(OCCNC(=O)c2ccc(Cl)c(S(=O)(=O)NCc3cccnc3)c2)c1` gave DYRK1A inh -3 and GSK3A inh -1.
For O=C(OCC(=O)N1CCc2ccccc2C1)c1ccc(O)cc1 the results were DYRK1A inh 0 and GSK3A inh 3.
For COc1ccc2sc(-c3ccc(S(C)(=O)=O)cc3)c(-c3ccc4c(c3)OCCO4)c2c1 the results were DYRK1A inh 3 and GSK3A inh -2.
`CC(Oc1ccccc1)C(=O)OCC(=O)NC(=O)NC1CCCCC1` (stereo not given) gave DYRK1A inh -4 and GSK3A inh -1.
Screening O=C(C[C@@H]1C/C=C\C[C@H](NC(=O)OCC2c3ccccc3-c3ccccc32)C(=O)O[C@H](c2ccccc2)CNC1=O)NCCO returned DYRK1A inh 9 and GSK3A inh 4.
`CC1CCCC(NC(=O)COC(=O)COc2ccc(C#N)cc2)C1C` (stereo not given) gave DYRK1A inh -4 and GSK3A inh 0.
CCN(C(=O)CSc1nc(C)c(C)c(C)n1)C1CCS(=O)(=O)C1 (stereo not given) was read as DYRK1A inh 6 and GSK3A inh -2.
`Cc1cc(Cl)ccc1OCCCC(=O)NNC(=O)c1ccncc1` gave DYRK1A inh 12 and GSK3A inh 0.
Screening CCCCN1C(=N)N([C@@H](CN2CCC[C@H]2CN2C(N)=NC[C@@H]2Cc2ccccc2)C(C)C)C[C@H]1Cc1ccccc1 returned DYRK1A inh 12 and GSK3A inh 6.
CCOC(=O)[C@@H]1[C@H]2COc3cc(OC)ccc3[C@H]2N2C(=O)N(c3cccc(F)c3)C(=O)[C@@]12C was read as DYRK1A inh 7 and GSK3A inh -1.
`O=C(c1cc(C2CC2)nn1-c1ccccc1)N1CCN(c2ccccc2O)CC1` gave DYRK1A inh -5 and GSK3A inh -1.
For CC1(NC(=O)c2ccccc2)CCN(CCCc2ccccc2)C1=O (stereo not given) the results were DYRK1A inh 2 and GSK3A inh -2.
Cc1ccc(C(=O)OC(C)C(=O)N(C)C2CCCCC2)cc1S(=O)(=O)N1CCCCC1 (stereo not given) was read as DYRK1A inh 4 and GSK3A inh -2.
Screening c1cc(-c2cc3cc4c(cc3cn2)OCO4)cs1 returned DYRK1A inh -2 and GSK3A inh -2.
Screening C[C@H](NC(=O)c1nc[nH]c1C(=O)N(C)Cc1ccccc1)c1ccccc1 returned DYRK1A inh 0 and GSK3A inh 1.
Screening CNC[C@@H]1Oc2ccc(NC(=O)Nc3c(C)noc3C)cc2CC(=O)N([C@H](C)CO)C[C@H]1C returned DYRK1A inh 6 and GSK3A inh -1.
Screening COc1cc(CNC(=O)CCCCCCC(C)C)ccc1O returned DYRK1A inh 8 and GSK3A inh -4.
